GSK3 alpha inh: blockers of GSK3A enzyme activity – biochemical, luminescence, cell-free homogeneous, HTS, primary screen. Glycogen synthase kinase-3 alpha (Homo sapiens), P49840. GSK-3 alpha kinase, ADP-Glo luminescence, 60 min. inhibition, % at 10 µM. 320,000 tested, 0.1% active;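 in the data active = inhibition above about 50%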;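 also: GST-tagged GSK-3 alpha with peptide substrate and 25 µM ATP; 0% = DMSO neutral wells and 100% = GW8510 positive control wells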
Target sequence (P49840 whole entry, looked up): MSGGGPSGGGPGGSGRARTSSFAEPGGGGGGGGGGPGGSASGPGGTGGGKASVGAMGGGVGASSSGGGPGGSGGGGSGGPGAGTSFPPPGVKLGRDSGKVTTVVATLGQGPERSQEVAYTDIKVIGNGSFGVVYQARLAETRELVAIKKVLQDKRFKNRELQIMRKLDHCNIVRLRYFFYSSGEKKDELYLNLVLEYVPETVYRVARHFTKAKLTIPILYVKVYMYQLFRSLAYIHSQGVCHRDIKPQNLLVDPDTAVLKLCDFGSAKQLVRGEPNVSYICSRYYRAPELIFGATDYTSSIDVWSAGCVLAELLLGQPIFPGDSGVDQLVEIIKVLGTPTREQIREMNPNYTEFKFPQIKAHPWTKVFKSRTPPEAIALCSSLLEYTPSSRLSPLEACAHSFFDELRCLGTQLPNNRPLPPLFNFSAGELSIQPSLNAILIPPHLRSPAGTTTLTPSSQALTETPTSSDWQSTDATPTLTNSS
PolyA inh: polyadenylation inhibitors in yeast reporter cells, primary screen, luminescence, S. cerevisiae. S. cerevisiae SKY197-pL101 polyadenylation reporter, beta-gal luminescence; efflux-impaired pdr1/pdr3 knockout yeast; score 100 = 6 SD above DMSO. calls only at 12 µM. 300,000 tested, 0.02% active. AID 1875, 2009;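 active = lowest replicate activity score at least 50, where 100 means six control SD above control mean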;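 also: yeast exposed to compound for 9 h at 30 °C; higher score means more reporter readthrough which indicates perturbed polyadenylation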
KCNQ1 pot: potentiators or activators of KCNQ1 channel, primary screen, cell-based, thallium flux, high-throughput; Potassium voltage-gated channel subfamily KQT member 1 (Homo sapiens), P51787; CHO-K1 KCNQ1, thallium flux FluxOR fluorescence; stronger effect = higher value; B-score at 10 µM; 310,000 tested, 0.35% active; AID 2648, 2010;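 active = fluorescence ratio B-score, a plate-corrected score, at least three library SD, with initial intensity B-score within 5 SD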
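Assay system: stable KCNQ1 CHO-K1 line; medium: assay buffer, equal DMSO in all wells; timing: 90 min dye loading and 20 min compound exposure, both at room temperature; technique: kinetic FluxOR thallium fluorescence, 10-s 1-Hz baseline, 110-s post-stimulus read; read-out basis: B score of baseline-normalized fluorescence ratio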
KCNQ1 block: inhibitors of human KCNQ1 channel, primary screen, cell-based, thallium flux, high-throughput; Potassium voltage-gated channel subfamily KQT member 1 (Homo sapiens), P51787; CHO-K1 KCNQ1, FluxOR thallium flux fluorescence; stronger effect = higher value; B-score at 10 µM; 310,000 tested, 1.3% active; AID 2642, 2010;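 active = compounds whose thallium flux B-score, printed positive for inhibition, exceeds three library SD while starting fluorescence stays within three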;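 also: channel opened by potassium depolarization with thallium stimulus after 20 min compound exposure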
GSK3beta inhib: human GSK3beta kinase inhibitors, primary screen, biochemical, cell-free homogeneous, HTS; Glycogen synthase kinase-3 beta (Homo sapiens), P49841; GST-GSK3beta kinase, ADP-Glo luminescence, 60 min; stronger effect = lower value; activity score (negative = inhibition), % at 10 µM; 300,000 tested, 0.038% active; AID 2097, 2009;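 active = more than half of replicate wells score below -50%, meaning over 50% inhibition versus plate controls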;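 also: 0% = median DMSO wells and -100% = median GW8510 positive control wells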
Target sequence (P49841 whole entry, looked up): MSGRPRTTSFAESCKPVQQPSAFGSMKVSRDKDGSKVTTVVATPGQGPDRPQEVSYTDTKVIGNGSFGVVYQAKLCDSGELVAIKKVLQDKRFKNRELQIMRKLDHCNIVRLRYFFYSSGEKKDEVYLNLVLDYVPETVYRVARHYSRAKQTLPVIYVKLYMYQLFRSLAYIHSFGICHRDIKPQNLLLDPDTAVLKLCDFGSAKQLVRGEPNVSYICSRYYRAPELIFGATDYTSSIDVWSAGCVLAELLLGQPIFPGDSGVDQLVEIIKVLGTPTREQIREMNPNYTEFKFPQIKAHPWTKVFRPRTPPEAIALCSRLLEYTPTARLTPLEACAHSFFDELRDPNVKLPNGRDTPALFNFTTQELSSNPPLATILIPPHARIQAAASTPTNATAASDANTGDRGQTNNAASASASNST
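test system = GST-tagged human GSK3beta kinase, cell-free | reagent = 25 µM ATP with peptide substrate | dosing = one dose of 10 µM per compound | schedule = 60 min reaction, RT | detection = luminescent ADP-Glo measurement of ADP formed | control set = DMSO neutral wells and GW8510 at 20 µM as positive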
RGS4 inh: RGS4 inhibitors, primary screen, cell-based, HEK293 M3R inducible RGS4, calcium flux. 310,000 tested, 0.45% active. Fluo-4 calcium flux; stronger effect = higher value; triggered by carbachol at its EC20. AID 463165, 2010. Regulator of G-protein signaling 4 (Homo sapiens), P49798. B-score at 10 µM;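 active = B-score, a plate-corrected calcium signal, over three deviations above library mean, with baseline fluorescence within five deviations of library mean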;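 also: RGS4 expression induced by doxycycline in cells with stable M3 receptor; B-score is computed from the integrated fluorescence ratio over baseline after carbachol; higher B-score means a larger calcium signal and so more RGS4 inhibition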
Target sequence (P49798 whole entry, looked up): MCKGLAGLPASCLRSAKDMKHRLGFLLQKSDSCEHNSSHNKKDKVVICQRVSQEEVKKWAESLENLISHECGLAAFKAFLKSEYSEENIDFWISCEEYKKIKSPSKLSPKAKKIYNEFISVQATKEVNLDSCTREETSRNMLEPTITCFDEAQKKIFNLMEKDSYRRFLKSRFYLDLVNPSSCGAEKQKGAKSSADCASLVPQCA
KCNK9 block: KCNK9 potassium channel inhibitors, primary screen, HEK293 cells, thallium flux. FluxOR thallium flux fluorescence; stronger effect = lower value. B-score at 10 µM. Potassium channel subfamily K member 9 (Homo sapiens), Q9NPC2. 310,000 tested, 1.2% active;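 active = ratio B-score over 3 SD below the library mean, with starting fluorescence within 5 SD of its mean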;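 also: negative B-score means less thallium flux so channel inhibition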
Dyrk1A ADPGlo: rat Dyrk1A kinase inhibitors, primary screen, biochemical, single point, plate reader | Dual specificity tyrosine-phosphorylation-regulated kinase 1A (Rattus norvegicus), Q63470 | ADP-Glo luminescence, NFATc1 peptide | inhibition, % at 12.5 µM | 310,000 tested, 0.43% active | AID 504441, 2011; in the data active = inhibition above about 50%;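 also: plate controls were vehicle with enzyme for no effect and no enzyme for full effect; many of its hits are not listed in these tables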
RGS4 act: RGS4 potentiators or activators, primary screen, cell-based, HEK293 M3R inducible RGS4, calcium flux. carbachol calcium flux Fluo4; stronger effect = lower value. B-score at 10 µM. 310,000 tested, 0.92% active;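 active = B-score of the integrated calcium signal more than 4 SD below the library mean, with starting fluorescence not abnormally high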;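 also: negative B-score means reduced calcium response which marks RGS4 activation or potentiation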
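Detection: kinetic calcium fluorescence imaging with Fluo4-AM dye, 2 µM / Material: HEK293 cells with stable M3R and inducible RGS4 / Schedule: recording 10 s baseline at 1 Hz, 100 s post-agonist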
hERG protect: hERG rescue from dofetilide block, primary screen, cell-based, CHO-hERG, FluxOR thallium flux, dofetilide IC70; AID 1511, 2009; dofetilide IC70 present; activation (rescue from dofetilide block), less the hit threshold, % at 10 µM; 310,000 tested, 0.51% active; Voltage-gated inwardly rectifying potassium channel KCNH2 (Homo sapiens), Q12809;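 active = activation above the mean of controls blocked by dofetilide plus 5 SD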;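 also: thallium influx through hERG after potassium depolarization seen as dye fluorescence rise; in these data hits start at about 4.7%; inactives centre near -7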
KCNK3 block: human KCNK3 channel inhibitors, primary screen, CHO cells, FluxOR thallium flux, B-score | B-score at 10 µM | 340,000 tested, 0.84% active | FluxOR fluorescence; stronger effect = lower value | Potassium channel subfamily K member 3 (Homo sapiens), O14649 | AID 602410, 2012;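 active = B-score under library mean minus 4 SD, starting fluorescence ratio at most library mean plus 5 SD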;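 also: more negative B-score means stronger inhibition of thallium flux through KCNK3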
The depositor's hits bear a star; i = inactive; nt = not tested or not shown. A portion of the library. The share of hits here may be higher or lower than overall.

SMILES | GSK3 alpha inh | PolyA inh | KCNQ1 pot | KCNQ1 block | GSK3beta inhib | RGS4 inh | KCNK9 block | Dyrk1A ADPGlo | RGS4 act | hERG protect | KCNK3 block
Cc1n[nH]c(=O)n1-c1ccc(OCc2ccccc2)cc1 | 4 | i | i | i | -3 | i | i | -4 | i | -3 | i
Cc1ccc(NC(=O)c2c(C)nn(-c3ccccc3)c2Cl)cc1 | -4 | i | i | i | -2 | i | i | 2 | i | -15 | i
Cc1cc(NS(=O)(=O)c2ccc(NC(=S)NC(=O)c3cccnc3)cc2)no1 | -1 | i | i | i | 2 | i | i | 3 | i | -3 | i
CC(=O)c1cccc(NC(=O)NC2CC3CCCC(C2)N3CC(C)C)c1 (stereo not drawn) | -2 | i | i | i | -2 | i | i | 8 | i | -10 | i
Cc1nn(C)c(C)c1CS(=O)(=O)c1ccccc1 | -4 | i | i | i | -4 | i | i | 3 | i | -2 | i
CC(C)N(C(=S)Nc1cccnc1)c1ccccc1 | -4 | i | i | i | -2 | i | i | 0 | i | -7 | i
Cc1cnc([N+](=O)[O-])n1CCOC(=O)c1cccc(F)c1 | -2 | i | i | i | 0 | i | i | -2 | i | -7 | i
O=C(C1=C(O)C(=O)N(Cc2ccco2)C1c1cccc(Cl)c1)c1ccco1 (stereo not drawn) | -4 | i | i | i | -1 | i | i | 1 | i | -12 | i
Cc1cc(=O)n(CCCO)c(O)c1C#N | -1 | i | i | i | 1 | i | i | -3 | i | -9 | i
COc1ccccc1Nc1nc2c(s1)CCC2 | -1 | i | i | i | 1 | i | i | 0 | i | -9 | i
CCc1nnc(NC(=O)CN2C(=O)NC3(CC(C)CC(C)(C)C3)C2=O)s1 (stereo not drawn) | -2 | i | i | i | 4 | i | i | -5 | i | -11 | i
CC(=O)c1noc(C)c1C(=O)Nc1nccs1 | 1 | i | i | i | 2 | i | i | 4 | i | -5 | i
COc1ccc(NC(=O)c2cc(-c3cc(Cl)ccc3O)n[nH]2)c(OC)c1 | 0 | i | i | i | -3 | i | i | -4 | i | -2 | i
O=C(NCc1ccccn1)c1ccc(Cl)s1 | 0 | i | i | i | 3 | i | i | -1 | i | -7 | i
O=C(Nc1ccc2c(c1)CCC2)c1cc2ccccc2o1 | 4 | i | i | i | -1 | i | i | 3 | i | -4 | i
CCc1cc2c3c(c(=O)oc2cc1O)CCCC3 | 6 | i | i | i | -3 | i | i | 11 | i | -7 | i
NC(=O)[C@@H]1CCCN1C(=O)c1ccc2nc(Cc3ccccc3F)oc2c1 | -1 | i | i | i | 4 | i | i | 4 | i | -10 | i
COc1ccc2cc(C(=O)C3CCCN(C(=O)c4cc(=O)n(C)c(=O)n4C)C3)ccc2c1 (stereo not drawn) | 5 | i | i | i | -1 | i | i | 0 | i | -13 | i
COC(=O)c1sc(-c2ccc(C(C)(C)C)cc2)cc1NC(=O)CSCC(=O)O | -3 | i | i | i | 3 | i | i | nt | -7.7* | -8 | i
COCCC(=O)N1CCC(Oc2ccc(C(=O)NCc3csc(C)n3)cc2)CC1 | -1 | i | i | i | -3 | i | i | 0 | i | -4 | i
CN1C(=O)C(CC(=O)Nc2ccc3c(c2)Cc2ccccc2-3)N(C)C1=O (stereo not drawn) | -1 | i | i | i | 0 | i | i | -3 | i | -7 | i
CCc1ccc(OCCCC(=O)Nc2ccc(N3CCCCC3)cc2)cc1 | -3 | i | i | i | -5 | i | i | -5 | i | -7 | i
CN(C(=O)/C=C/c1ccco1)c1ccccc1C(=O)O | -3 | i | i | i | 2 | i | i | -6 | i | -11 | i
O=C(CCNC(=O)c1ccc(Cl)cc1)Nc1ccc(F)cc1F | 3 | i | i | i | 2 | i | i | 13 | i | -4 | i
O=C(COC(=O)c1ccco1)Nc1ccccc1 | nt | i | i | i | 0 | i | i | -6 | i | -7 | i
COc1ccc(Nc2ccc(S(=O)(=O)N3CCCCC3)cc2[N+](=O)[O-])cc1OC | 1 | i | i | i | -3 | i | i | -1 | i | -8 | i
O=C(CN1CCN(S(=O)(=O)N2CCOCC2)CC1)Nc1ccc(Cl)c(Cl)c1 | 0 | i | i | i | 1 | i | i | -4 | i | -2 | i
CCC1=NN2C(=N)/C(=C\c3cccn3-c3ccc(OC)cc3)C(=O)N=C2S1 | 2 | i | i | i | 6 | i | i | -2 | i | -8 | i
Cn1c(-c2ccccc2)cnc1NCc1ccccc1 | 0 | i | i | i | 3 | i | i | -4 | i | -9 | i
CCCCn1c(N)c(N(Cc2ccccc2OC)C(=O)CCC(C)C)c(=O)[nH]c1=O | -2 | i | i | i | 1 | i | i | 0 | i | -7 | i
COc1ccc(C(=O)N(C)C2(C)CCS(=O)(=O)C2)cc1OC (stereo not drawn) | 1 | i | i | i | 3 | i | i | 30 | i | -5 | i
CCC(=O)Nc1c(-c2cccs2)c(=O)c2ccccc2n1C | 6 | i | i | i | -3 | i | i | 0 | i | -5 | i
O=C(NCC(c1ccc(F)cc1)N1CCOCC1)c1cccnc1Sc1ccccc1 (stereo not drawn) | -2 | i | i | i | 4 | i | i | 1 | i | -16 | i
COc1ccccc1NC(=O)CSc1nnnn1-c1ccc2c(c1)OCO2 | 2 | i | i | i | 3 | i | i | -6 | i | -6 | i
O=C(NC12CC3CC(CC(C3)C1)C2)c1cc(F)c(F)cc1Cl | 1 | i | i | i | 2 | i | i | -5 | i | -6 | i
COc1ccc(CNC(=O)CN2C(=O)CSc3ccc(S(=O)(=O)N4CCOCC4)cc32)c(OC)c1 | 0 | i | i | i | 3 | i | i | 5 | i | -4 | i
C/C(=N\OCC(=O)NC12CC3CC(CC(C3)C1)C2)c1cc2ccccc2o1 | 3 | i | i | i | 4 | i | i | -1 | i | -6 | i
O=C(O)C1C2C=CC(CC2)C1C(=O)O (stereo not drawn) | -3 | i | i | i | -1 | i | i | 19 | i | -15 | i
COc1ccc(NC(=O)c2c(C)nn(-c3ccccc3)c2Cl)cc1 | 2 | i | i | i | -5 | i | i | -4 | i | -6 | i
Cc1cc(C)c(S(=O)(=O)N2CCC3(CC2)OCCN3S(=O)(=O)c2cccs2)c(C)c1 | nt | i | i | i | -1 | i | i | 2 | i | -8 | i
CCOC(=O)N1CCC(Nc2c(NCCCN(CC)CC)c(=O)c2=O)CC1 | -3 | i | i | i | 2 | i | i | 4 | i | 0 | i
CCNC(=S)Nc1cc(OCC)c(NC(=O)c2ccco2)cc1OCC | -2 | i | i | i | 1 | i | i | -5 | i | -4 | i
COC(C[C@H]1O[C@@H]1[C@@H](O)[C@H](C)OCc1ccccc1)OC | nt | i | i | i | 3 | i | i | 6 | i | -5 | i
COc1ccccc1-c1nnn(CC#N)n1 | -1 | i | i | i | 3 | i | i | 10 | i | 1 | i
O=C1[C@H](O)[C@@H](O)C(=O)N1Cc1ccccc1 | -4 | i | i | i | 3 | i | i | -4 | i | -4 | i
CSC[C@H](NC(=O)COc1cc2c(c3oc(=O)cc(C)c13)CCC(C)(C)O2)C(=O)O | -1 | i | i | i | 1 | i | i | 4 | i | -4 | i
C=CCn1c(SCc2nc3scc(-c4ccccc4)c3c(=O)[nH]2)nnc1-c1ccccc1F | -3 | i | i | i | -1 | i | i | 0 | i | -13 | i
OC(CNCc1ccc(Cl)cc1)COc1ccccc1 (stereo not drawn) | -3 | i | i | i | 1 | i | i | -9 | i | -3 | i
Nc1nc2ccccc2n1CCN1CCCC1 | 5 | i | i | i | 0 | i | i | 0 | i | -3 | i
O=C(NCCCN1CCOCC1)c1cccc(NC(=O)c2ccccc2)c1 | 0 | i | i | i | 3 | i | i | 6 | i | -10 | i
COc1ccc(/C=N/NC(=O)CN(CCc2ccccc2)S(=O)(=O)c2ccc(NC(C)=O)cc2)cc1OC | -1 | i | i | i | 4 | i | i | nt | i | -15 | i
COCCN(C(=S)Nc1ccccc1OC)C1CCN(C(C)C)CC1 | -1 | i | i | i | -1 | i | i | nt | i | -8 | i
COC(=O)NCC(c1ccco1)N1CCN(c2ccc(OC)cc2)CC1 (stereo not drawn) | nt | i | i | i | 1 | i | i | -2 | i | -8 | i

Given field by field: part of the list above
COC(C[C@H]1O[C@@H]1[C@@H](O)[C@H](C)OCc1ccccc1)OC
  GSK3 alpha inh = nt
  PolyA inh = i
  KCNQ1 pot = i
  KCNQ1 block = i
  GSK3beta inhib = 3
  RGS4 inh = i
  KCNK9 block = i
  Dyrk1A ADPGlo = 6
  RGS4 act = i
  hERG protect = -5
  KCNK3 block = i

COc1ccccc1-c1nnn(CC#N)n1
  GSK3 alpha inh = -1
  PolyA inh = i
  KCNQ1 pot = i
  KCNQ1 block = i
  GSK3beta inhib = 3
  RGS4 inh = i
  KCNK9 block = i
  Dyrk1A ADPGlo = 10
  RGS4 act = i
  hERG protect = 1
  KCNK3 block = i

O=C1[C@H](O)[C@@H](O)C(=O)N1Cc1ccccc1
  GSK3 alpha inh = -4
  PolyA inh = i
  KCNQ1 pot = i
  KCNQ1 block = i
  GSK3beta inhib = 3
  RGS4 inh = i
  KCNK9 block = i
  Dyrk1A ADPGlo = -4
  RGS4 act = i
  hERG protect = -4
  KCNK3 block = i

CSC[C@H](NC(=O)COc1cc2c(c3oc(=O)cc(C)c13)CCC(C)(C)O2)C(=O)O
  GSK3 alpha inh = -1
  PolyA inh = i
  KCNQ1 pot = i
  KCNQ1 block = i
  GSK3beta inhib = 1
  RGS4 inh = i
  KCNK9 block = i
  Dyrk1A ADPGlo = 4
  RGS4 act = i
  hERG protect = -4
  KCNK3 block = i

Screening data as filed in PubChem.
